MPTP inh: blocks calcium-induced mitochondrial swelling. isolated mouse mitochondria, Ca2+ swelling absorbance, 30 min. inhibition, % at 10 µM. 360,000 compounds, 1.4% hits. AID 602449;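 active = inhibition of 50% or more, scaled per plate between neutral and stimulator controls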;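 also: 0% = DMSO wells given calcium and 100% = 1 mM EGTA wells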
SENP6 inh: SENP6 protease inhibition. Recombinant SENP6 catalytic domain, aminoluciferin luminescence. inhibition, % at 10 µM. 330,000 compounds, 1.8% hits. AID 2599;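 active = inhibition above about 50% at the single tested dose, limit read from the data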;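 also: plate controls were DMSO wells with enzyme for no effect and DMSO wells lacking enzyme for full effect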
SENP8 inh: SENP8 (human) protease inhibition. recombinant SENP8, Nedd8 substrate fluorescence. inhibition, % at 20 µM. Q96LD8. 360,000 compounds, 0.64% hits; in the data active = inhibition mostly above about 40%, no sharp cut-off; inactive = mostly below about 27%
Target sequence (Q96LD8 whole entry, looked up): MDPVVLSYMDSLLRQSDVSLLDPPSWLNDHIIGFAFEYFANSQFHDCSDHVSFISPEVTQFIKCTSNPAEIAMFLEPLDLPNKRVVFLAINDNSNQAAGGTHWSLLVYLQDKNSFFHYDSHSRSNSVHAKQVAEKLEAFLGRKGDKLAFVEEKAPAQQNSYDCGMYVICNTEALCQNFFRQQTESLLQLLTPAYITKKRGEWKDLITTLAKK
NR3A LBD binder: modulates the human NR3A ligand-binding domain. NR3A LBD differential scanning fluorimetry, Tm shift; 0% = protein alone, 100% = glycine-bound protein. Tm shift relative to glycine control, % at 25 µM. 340,000 compounds, 2.5% hits;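 active = melting temperature shift of at least 10% of the positive control shift, at one fixed dose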
SENP1 inh: inhibitors of human SENP1 SUMO protease catalytic domain | recombinant SENP1 catalytic domain, CyPet-SUMO1-YPet FRET cleavage | inhibition, % at 10 µM | 360,000 compounds, 0.21% hits | AID 624204;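 active = inhibition at least 30% at 10 µM, raw YFP signal under a set limit, fluorescence ratio 0.5 to 1.5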;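 also: 0% = enzyme with DMSO and 100% = no enzyme wells; some results filed as inactive read as strong as hits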
Target sequence (Q9P0U3 419-644 limits assumed): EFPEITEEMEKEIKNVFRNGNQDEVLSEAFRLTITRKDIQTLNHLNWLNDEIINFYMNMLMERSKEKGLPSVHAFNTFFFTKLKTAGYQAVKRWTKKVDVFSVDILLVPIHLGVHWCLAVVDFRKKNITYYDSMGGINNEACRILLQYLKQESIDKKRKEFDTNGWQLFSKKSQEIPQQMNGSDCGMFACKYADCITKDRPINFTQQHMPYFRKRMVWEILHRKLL
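Test system: hSENP1 catalytic domain, recombinant; Amount: 20 pM final SENP1 enzyme; Medium: Tris pH 8 buffer plus EDTA, NaCl, BME, BSA, NP40, catalase; Schedule: 50 min enzyme reaction, room temperature, light-protected; Technique: FRET fluorescence in CFP and YFP emission channels; Controls: no-enzyme wells low, DMSO-plus-enzyme wells high control.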
ATG4B inh: inhibitors of human ATG4B cysteine protease; ATG4B cleavage of LC3-PLA2, NBD-HPC fluorescence, 1 h; 340,000 compounds, 0.51% hits; inhibition, % at 8.33 µM; Q9Y4P1; in the data active = inhibition above about 40%
Target sequence (Q9Y4P1 whole entry, looked up): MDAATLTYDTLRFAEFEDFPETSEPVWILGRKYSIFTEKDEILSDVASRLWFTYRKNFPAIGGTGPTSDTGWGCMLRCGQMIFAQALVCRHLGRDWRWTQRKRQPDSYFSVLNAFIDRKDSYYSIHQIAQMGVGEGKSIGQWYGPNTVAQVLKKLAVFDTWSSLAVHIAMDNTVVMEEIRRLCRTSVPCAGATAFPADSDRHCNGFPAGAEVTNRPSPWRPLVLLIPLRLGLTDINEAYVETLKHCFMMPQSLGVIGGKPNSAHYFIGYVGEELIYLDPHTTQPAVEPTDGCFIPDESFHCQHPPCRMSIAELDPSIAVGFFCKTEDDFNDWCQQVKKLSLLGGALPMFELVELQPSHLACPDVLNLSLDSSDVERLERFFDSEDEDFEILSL
hIAP activ: human IAP activation; activation factor at 10 µM; 330,000 compounds, 0.16% hits; purified human IAP, CDP-Star luminescence, 30 min; active compounds read high; 1 = vehicle-only enzyme, 0 = enzyme-free background; P09923;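 active = activation factor of the enzyme at least 2-fold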; also: the source names both 10 and 20 µM as test concentration; values of inactives mirror those of a sister screen read the other way
PfGluPho inh: PfG6PD (Plasmodium falciparum) enzyme inhibition; PfGluPho enzyme, NADPH resazurin-diaphorase fluorescence; inhibition, % at 20 µM; 350,000 compounds, 0.78% hits; AID 504690;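 active = inhibition reaching at least a set limit at 20 µM in the primary screen, cut at about 59% in these data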;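 also: 0% = DMSO wells with substrate and 100% = DMSO wells lacking glucose-6-phosphate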
* = called active by the depositor; x = no result given.

#1 CCOc1ccc(NC(=O)c2ccc(C#CC(C)(C)O)cc2)cc1
#2 O=C(CN1CCCCCCC1)Nc1ccc(Cl)cc1Cl
#3 O=S(=O)(c1ccc(NC(=S)NC2CCCC2)cc1)N1CCCC1
#4 COc1ccc(/C(C)=N/NC(=O)CNC(=O)/C=C\c2ccccc2OC)c(OC)c1
#5 COC(=O)c1c(C)[nH]c(C(=O)OC(C)C(=O)N(C)C2CCCCC2)c1C (configuration not stated)
#6 CCOC(=O)C1CCN(C(=O)C2CCCN2S(=O)(=O)c2ccc(Cl)cc2)CC1 (configuration not stated)
#7 COCc1cc(N2CCOCC2)nc(SCc2ccc(Cl)cc2)n1
#8 CNC(=O)C[C@H]1C(=O)N(CCc2ccccc2)C[C@@H]1c1ccc(OC)cc1
Assay by compound	1	2	3	4	5	6	7	8
MPTP inh	-2.8	-3.1	6.7	-1.2	2.3	-2.1	-1.1	0.6
SENP6 inh	4	-6	4	-9	9	-9	-71	x
SENP8 inh	16	3	6	-76	-54	8	3	-12
NR3A LBD binder	-6	1	-10	2	2	0	0	x
SENP1 inh	2	0	3	2	-13	1	2	-2
ATG4B inh	-10	6	-3	-6	0	-3	-4	x
hIAP activ	0.95	0.96	1.3	1.5	1.1	1.1	1.1	x
PfGluPho inh	-6	-12	2	13	-8	-3	18	-7

#9 O=C(Cc1ccc(-n2c(=O)[nH]c3ccsc3c2=O)cc1)N1CCN(c2ccc(Cl)cc2)CC1
#10 O=C(Nc1ccc(Cl)cc1)[C@@H]1[C@@H]2C(=O)N(c3ccc(Cl)cc3)C(=O)[C@@H]2[C@H]2C=CC=NN21
#11 CCCCCCOC(=O)C(C#N)c1nc2ccccc2nc1N1CCCCC1 (configuration not stated)
#12 O=C(NCc1nnc(SCC(=O)N2CCCCCC2)o1)c1ccc(F)cc1
#13 Cc1c(Cl)cccc1NC(=O)CC1Oc2ccccc2NC1=O (configuration not stated)
#14 COC(=O)c1cc2ccccc2c(=O)s1
#15 O=C(Nc1ccc2nc3n(c(=O)c2c1)CCCC3)c1cncc(Br)c1
#16 CCOC(=O)N1CCN(C(=O)c2ccc3c(=O)n(CC4CCCO4)c(=S)[nH]c3c2)CC1 (configuration not stated)
Assay by compound	9	10	11	12	13	14	15	16
MPTP inh	-12	1.4	4.5	0.1	0.0	1.3	0.8	-1.5
SENP6 inh	-15	4	7	-16	-12	3	-8	-4
SENP8 inh	11	-23	-28	2	8	-3	-11	15
NR3A LBD binder	-1	2	8	-2	2	0	3	-3
SENP1 inh	-2	-34	-18	2	0	0	-2	1
ATG4B inh	-9	0	0	12	9	-5	3	-2
hIAP activ	1.1	1	0.83	1.2	0.89	1	0.93	1.1
PfGluPho inh	-34	-4	21	-23	1	4	6	4

#17 COc1ccc2nc(Cl)c(/C=N/Nc3ccccn3)cc2c1
#18 Cc1ccc(S(=O)(=O)N(C)c2ccc(C(=O)Nc3cccc(C)n3)cc2)cc1
#19 O=c1[nH]cnc2c1C(c1ccccc1)c1c(nc[nH]c1=O)O2
#20 CN(Cc1cnn(Cc2ccccc2)c1)C(=O)CN=C1NS(=O)(=O)c2ccccc21
#21 O=S(=O)(N=C1C=CC(=NS(=O)(=O)c2ccccc2)c2ccccc21)c1ccccc1
#22 CCOC(=O)c1sc(C(=O)OCC)c(OCCO)c1OCCO
#23 COc1ccc(-c2nnnn2CCc2ccccc2)cc1
#24 CCOc1nc(S(=O)(=O)c2ccc(C)cc2)c(Cl)s1
Assay by compound	17	18	19	20	21	22	23	24
MPTP inh	2.4	0.3	0.5	-0.3	-0.4	-1.5	-0.6	1.8
SENP6 inh	-1	-5	-10	5	x	-4	-5	-18
SENP8 inh	-84	4	11	15	74*	15	19	10
NR3A LBD binder	-1	0	1	-3	x	-2	-8	2
SENP1 inh	-46	3	-9	2	60*	2	1	-1
ATG4B inh	-6	8	-6	-2	x	3	-12	-3
hIAP activ	1	0.84	0.94	1	x	1.1	0.92	0.78
PfGluPho inh	6	41	1	-10	62*	-13	6	11

#25 Cn1nnnc1SCC(=O)Nc1cccc(S(=O)(=O)N2CCCC2)c1
#26 C[C@@H]1CCCCCCCCC(=O)OCCN(C(=O)OC(C)(C)C)[C@H](C)CCCCCCCCC(=O)OCCN1C(=O)OC(C)(C)C
#27 COc1ccc2oc3cc(C)[n+]([O-])c(-c4ccc(C)cc4)c3c2c1
#28 COC(=O)C(Cc1c[nH]c2ccccc12)NC(=O)c1cccc(S(=O)(=O)N2CCCCC2)c1 (configuration not stated)
#29 CN(C)c1ccc(C(=O)Nc2cccc(S(=O)(=O)N3CCCC3)c2)cc1
#30 Cc1ccc(OCC(=O)Nc2ccc(F)cc2)cc1
#31 O=C(CN1CCC(NC(=O)c2ccccc2Cl)CC1)NCc1ccccc1
#32 C#CCN1C=CC(=O)[C@@H](OC(=O)NCCC)[C@H]1c1ccccc1Br
Assay by compound	25	26	27	28	29	30	31	32
MPTP inh	0.2	-0.8	0.1	0.0	-0.7	-1.1	-1.2	1.0
SENP6 inh	-6	-5	-5	-10	-14	-32	-42	x
SENP8 inh	12	0	-75	11	-175	1	5	-6
NR3A LBD binder	0	0	-4	-17	0	-28	-4	-1
SENP1 inh	1	3	2	2	-1	2	1	0
ATG4B inh	-1	-6	4	-9	-4	-1	4	-3
hIAP activ	1	1	0.9	1	0.95	1.1	1.2	x
PfGluPho inh	7	8	0	-3	19	-10	1	3

Given as labelled records: part of the list above.
31. O=C(CN1CCC(NC(=O)c2ccccc2Cl)CC1)NCc1ccccc1
  MPTP inh = -1.2; SENP6 inh = -42; SENP8 inh = 5; NR3A LBD binder = -4; SENP1 inh = 1; ATG4B inh = 4; hIAP activ = 1.2; PfGluPho inh = 1
26. C[C@@H]1CCCCCCCCC(=O)OCCN(C(=O)OC(C)(C)C)[C@H](C)CCCCCCCCC(=O)OCCN1C(=O)OC(C)(C)C
  MPTP inh = -0.8; SENP6 inh = -5; SENP8 inh = 0; NR3A LBD binder = 0; SENP1 inh = 3; ATG4B inh = -6; hIAP activ = 1; PfGluPho inh = 8
30. Cc1ccc(OCC(=O)Nc2ccc(F)cc2)cc1
  MPTP inh = -1.1; SENP6 inh = -32; SENP8 inh = 1; NR3A LBD binder = -28; SENP1 inh = 2; ATG4B inh = -1; hIAP activ = 1.1; PfGluPho inh = -10

Next section:
#33 CCn1cc(CN2CCC(n3nccc3NC(=O)c3ccc(OC)cc3)CC2)cn1
#34 CC(=O)N1CCN(S(=O)(=O)c2cccc(C(=O)NNC(=O)COc3c(C)cccc3C)c2)CC1
#35 Cc1ccc(S(=O)(=O)N2CCCN(C)CC2)cc1
#36 Clc1ccc(CN(Cc2ccc(Cl)cc2)c2nn[nH]n2)cc1
#37 Cc1nnc(SCC(=O)Nc2nc3c(s2)CC(C)CC3)s1 (configuration not stated)
#38 CCCCn1c(SCc2nc3ccccc3s2)nc2cc(S(N)(=O)=O)ccc21
#39 CCOC(=O)c1sc2ncn(CC(=O)Nc3cc(C)on3)c(=O)c2c1C
#40 O=C1CCCc2nn(-c3ccccc3)c(-c3ccncc3)c21
Assay by compound	33	34	35	36	37	38	39	40
MPTP inh	0.4	-0.2	-1.8	20	1.1	1.8	1.3	10
SENP6 inh	-8	11	-30	8	27	-12	5	-41
SENP8 inh	4	4	12	9	-10	-9	-64	15
NR3A LBD binder	2	-1	-2	-7	-1	-12	-2	0
SENP1 inh	3	2	0	2	2	-37	-10	3
ATG4B inh	2	-2	-2	10	4	-15	-4	3
hIAP activ	1.4	1.2	0.82	0.98	1.1	0.94	1	0.8
PfGluPho inh	-10	-34	9	-7	0	35	1	1

#41 Cc1ccc(OCCOC(=O)CCc2nc3ccccc3c(=O)[nH]2)cc1
#42 CC(=O)c1cc(-c2ccccc2)n(CC(=O)Nc2cccc(C)c2C)c1C
#43 CC(=O)c1sc(NC(=O)COc2ccc([N+](=O)[O-])cc2)nc1C
#44 C#CC1(NC(=S)Nc2cccc(OC)c2)CCCCC1
#45 CCCC12CN3CCN(CC(C3)/C1=N\NC(=O)c1ccc(C(C)(C)C)cc1)C2
#46 CCCNC(=O)CN1C(=O)NC(c2ccccc2)(c2ccccc2)C1=O
#47 Cc1ccsc1C1C2=C(CCCC2=O)Nc2ncnn21 (configuration not stated)
#48 O=C(CCc1ccccc1)n1nc(-c2ccco2)nc1SCc1ccccc1
Assay by compound	41	42	43	44	45	46	47	48
MPTP inh	-0.2	0.8	-0.8	-1.2	0.8	0.3	0.8	-2.2
SENP6 inh	-7	-8	3	x	-4	-11	-4	x
SENP8 inh	12	6	10	10	18	6	5	7
NR3A LBD binder	-1	0	0	x	-2	0	-1	-2
SENP1 inh	-1	0	2	0	-1	2	0	-4
ATG4B inh	6	-10	0	x	-5	-1	0	-7
hIAP activ	1	1	0.96	x	0.92	1	0.94	x
PfGluPho inh	4	8	-5	26	-15	-15	28	7

#49 Cc1ccc(S(=O)ONc2cccc(NOS(=O)c3ccc(C)cc3)c2)cc1 (configuration not stated)
#50 CCC(CC)c1nnc(NC(=O)CSCc2c(C)noc2C)s1
#51 CCOC(=O)C1(CCCc2ccccc2)CCN(C(=O)COC)CC1
#52 C=CCn1c(-c2ccc(Cl)cc2)c[nH]c1=S
#53 O=C(Cn1cnc2ccccc21)N/N=C/c1ccco1
#54 CC1=C(C(=O)Nc2ccccc2)C(c2ccc(C(C)C)cc2)N2C(=O)CSC2=N1 (configuration not stated)
#55 CC(=O)NCCC(=O)Nc1cc(S(=O)(=O)N2CCOCC2)ccc1Oc1ccc(F)cc1
#56 O=c1cc(C(F)(F)F)c2sc(N3CCCCC3)nc2[nH]1
Assay by compound	49	50	51	52	53	54	55	56
MPTP inh	2.2	2.5	1.5	0.3	0.4	-0.3	1.8	1.4
SENP6 inh	x	x	-8	0	3	-12	-8	-8
SENP8 inh	7	15	20	-57	8	17	-1	-495
NR3A LBD binder	x	x	-1	0	-3	-1	1	2
SENP1 inh	4	0	1	0	1	2	0	-78
ATG4B inh	x	x	-6	-11	-9	-11	-2	-9
hIAP activ	x	x	1.1	1	0.94	1	0.81	0.92
PfGluPho inh	-5	-12	-9	-9	-5	-5	-10	-3

#57 Cc1ccc(O)c(NC(=O)CSc2ccc(Cl)cc2)c1
#58 COc1ccc(Cn2c(=O)oc3ccccc32)cc1F
#59 COC(CNC(=O)C1CCC(CNS(=O)(=O)c2c(C)cc(C)cc2C)CC1)OC (configuration not stated)
#60 O=C(Nc1nc(-c2ccccc2)cs1)c1ccc2c(c1)S(=O)(=O)c1ccccc1C2=O
#61 COc1ccc2c(c1)C(c1ccc(C)o1)=NNC(c1ccccc1)=N2
#62 COc1cc(/C=N/NC(=O)c2ccncc2)ccc1OCC(=O)Nc1cccc([N+](=O)[O-])c1
#63 O=C(NCc1nnnn1-c1ccc(Cl)cc1)C(=O)c1c[nH]c2ccccc12
#64 COc1cc2nc(CN(CCC(C)C)Cc3nc4cc(OC)c(OC)cc4c(=O)[nH]3)[nH]c(=O)c2cc1OC
#65 CCN(CC)S(=O)(=O)c1cccc(NC(=O)C2SC(=Nc3ccc(C)cc3C)C(C(=O)NCC3CCCO3)=C2N)c1 (configuration not stated)
#66 Cc1cc(C)c2nc3sc(C(=O)N4CCOCC4)c(N)c3cc2c1
Assay by compound	57	58	59	60	61	62	63	64	65	66
MPTP inh	1.3	-0.1	-0.1	4.2	0.3	-2.0	0.1	0.2	8.7	3.0
SENP6 inh	-8	16	11	-11	8	-17	x	-13	3	-10
SENP8 inh	14	21	8	21	-7	-10	12	-64	4	-67
NR3A LBD binder	-5	-1	8	7	-1	-1	x	11*	5	-2
SENP1 inh	1	3	3	5	2	2	0	-14	-44	15
ATG4B inh	-2	-5	-8	2	42*	-6	x	-8	-10	-18
hIAP activ	0.94	1.1	1	1.1	0.96	1	x	1.1	0.99	1.1
PfGluPho inh	-21	2	7	-10	-3	-10	-8	1	-16	65*

Screening results from PubChem BioAssay.
